Screens from PubChem BioAssay.
Jurkat NFkB inh – inhibitors of the PMA/ionomycin-induced NF-kB reporter in Jurkat cells. PMA/ionomycin-induced NF-kB luciferase reporter, luminescence. inhibition, % at 4 µM. actives 0.53% (n = 330,000); in the data active = inhibition above about 50%
CHOP UPR activ – apoptotic UPR (CHOP) activation. CHO-CHOP luciferase reporter, luminescence; percent of tunicamycin response over DMSO baseline. activation, % at 10 µM. actives 0.34% (n = 330,000);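 active = at 10 µM dose, activation of 40% or more, normalized to positive control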;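 also: 100% = tunicamycin at 10 µg/mL and 0% = DMSO alone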
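Dosing – one dose, 10 µM in 0.5% DMSO · System – CHO-CHOP cells, stable luciferase reporter of PERK-eIF2a-CHOP signalling · Input – 500 cells/well · Control set – tunicamycin 10 µg/mL final as positive, DMSO-only wells as negative · Timing – 6 h compound treatment, 37 °C · Measure – % activation vs tunicamycin · Technique – luminescence read with Steady-Glo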
697 NFkB inh – inhibitors of the PMA/ionomycin-induced NF-kB reporter in 697 B cells. 697 B-cell NF-kB luciferase reporter, 16 h. inhibition, % at 4 µM. actives 0.33% (n = 330,000); in the data active = inhibition above about 35%
Mdm2-MdmX inh – inhibitors of human Mdm2/MdmX interaction; SaOS-2 split-luciferase Mdm2/MdmX complementation, luminescence; O15151+Q00987; inhibition, % at 8 µM; actives 3% (n = 330,000);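 active = inhibition of at least 50% at 8 µM in the primary screen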
tim23-1 inh – growth inhibitors of tim23-1 mutant yeast. S. cerevisiae tim23-1 growth, BacTiter-Glo luminescence, 24 h. inhibition, % at 20 µM. actives 1.3% (n = 330,000). AID 463212;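 active = growth inhibition of the mutant yeast at or above 50%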;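 also: temperature-sensitive mutant grown at 25 °C; plate controls were DMSO-treated mutant yeast for no effect and medium wells lacking yeast for full effect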
APJ antag – antagonists of human APJ apelin receptor; P35414; CHO-K1 APJ beta-arrestin complementation, luminescence; inhibition, % at 20 µM; actives 0.32% (n = 330,000);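 active = inhibition above about 40% at 20 µM, limit read from the data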;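 also: cells challenged with 10 nM apelin-13 agonist together with compound; plate controls were apelin-13 plus DMSO wells for no effect and DMSO wells lacking apelin-13 for full effect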
Target sequence (P35414 whole entry, looked up): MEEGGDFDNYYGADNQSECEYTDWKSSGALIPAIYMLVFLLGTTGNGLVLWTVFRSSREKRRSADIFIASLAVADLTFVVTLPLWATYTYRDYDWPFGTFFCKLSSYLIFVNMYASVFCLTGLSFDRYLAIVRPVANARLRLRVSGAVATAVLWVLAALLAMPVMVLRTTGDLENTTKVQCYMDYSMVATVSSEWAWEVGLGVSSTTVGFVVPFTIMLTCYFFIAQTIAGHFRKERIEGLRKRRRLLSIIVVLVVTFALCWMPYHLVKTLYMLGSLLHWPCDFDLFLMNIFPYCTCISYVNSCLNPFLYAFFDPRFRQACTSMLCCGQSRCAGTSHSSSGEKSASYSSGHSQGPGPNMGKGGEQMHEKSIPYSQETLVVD
APJ ag – agonists of human APJ apelin receptor | CHO-K1 APJ PathHunter beta-arrestin, luminescence; 0% DMSO wells, 100% apelin | actives 0.11% (n = 330,000) | activation, % at 20 µM | P35414;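 active = activation more than six SD over the plate average, tested at 20 µM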;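 also: 0% = DMSO alone and 100% = apelin-13 at 10 nM; some results filed as inactive read as strong as hits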
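system = engineered CHO-K1 APJ arrestin reporter cells | input = 1000 cells per well | timing = overnight seeding, 90 min compound at 25 °C, 1 h detection | measured by = enzyme-fragment complementation luminescence | read-out = beta-arrestin recruitment to APJ as agonist activity, luminescent signal | control set = negative DMSO alone, positive Apelin-13 at 10 nM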
XBP1 UPR activ – adaptive UPR (XBP1) activation; CHO-XBP1 luciferase reporter, IRE1-XBP1 UPR activation, luminescence; percent of tunicamycin response, DMSO as zero; activation, % at 20 µM; actives 0.33% (n = 330,000);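 active = versus positive control, 20 µM dose yields 30% or more activation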;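 also: 100% = tunicamycin at 10 µg/mL and 0% = DMSO only wells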
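Material – CHO cell line with stable XBP1 luciferase reporter · Buffer or medium – F12 plus 10% FBS · Compound – single point, 20 µM final compound, 1% DMSO · Schedule – 16-18 h cell attachment at 37 °C, then 6 h compound exposure · Signal – Steady-Glo luminescence read · Benchmarks – high control tunicamycin 10 µg/mL final, low control DMSO vehicle only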
* hit, by the source's call; · = no result given.

SMILES	Jurkat NFkB inh	CHOP UPR activ	697 NFkB inh	Mdm2-MdmX inh	tim23-1 inh	APJ antag	APJ ag	XBP1 UPR activ
Cc1ccc(S(=O)(=O)N(C)CC(=O)OCc2nnc(-c3ccccc3)o2)cc1	2	-0.3	17	4	21	-4	8	0
O=C(CSc1n[nH]c(=O)n1-c1ccc2c(c1)OCCO2)Nc1ccccc1	-12	-0.6	-6	16	-13	-4	0	-1
COC(=O)c1ccccc1NC(=S)N1CCN(c2ccccc2)CC1	7	-0.6	-19	7	25	16	-1	-4
CCOC(=O)c1cnc(SCc2nc(N)nc(Nc3ccccc3)n2)nc1N	-2	-0.7	-11	10	14	3	7	9
CCOC(=O)C1CCCN(S(=O)(=O)c2ccc3ccccc3c2)C1 (stereo not given)	30	0.8	-3	5	28	16	-1	-5
CCC1CCCCN1C(=O)CSc1nc(N)cc(N)n1 (stereo not given)	12	-1.4	21	-26	4	9	-2	1
Cc1ccc(CNCc2ccccc2Cl)cc1	-25	0.2	-48	-10	7	-4	-1	-3
O=C(NCc1ccccc1Cl)C1CCC(=O)N(CC2CCCCC2)C1 (stereo not given)	-1	3.1	-10	-25	2	6	2	0
CCN(C(=O)Cn1ccc(C(F)(F)F)n1)c1c(N)n(Cc2ccccc2)c(=O)[nH]c1=O	-4	-0.2	2	0	14	-3	0	0
Cc1nn(-c2ccccc2)c2nc(N)c(C#N)c(-c3ccc(C(C)(C)C)cc3)c12	-4	3.0	-14	31	13	2	-2	-2
CN(C)/C=C\C(=C/C(=O)C(F)(F)F)Nc1ccccc1Oc1ccccc1	-2	-0.9	0	13	22	6	-5	-1
O=C(c1cc([N+](=O)[O-])ccc1N1CCCC1)N1CCCC1	8	0.6	20	17	1	5	2	-1
COc1ccc(CCNC(=O)C2CCC(=O)N(CC3CCCCC3)C2)cc1 (stereo not given)	-32	2.0	5	-17	13	2	-4	-2
COc1ccc(CC(=O)Oc2ccc(Cl)cc2Br)cc1S(=O)(=O)N1CCOCC1	7	2.6	-4	-1	19	24	0	0
CC(=O)c1ccc(OCC(=O)c2cc(C)n(-c3ccc4c(c3)OCO4)c2C)cc1	34	7.2	-28	21	3	-6	-2	1
O=C(NNS(=O)(=O)c1ccc([N+](=O)[O-])cc1)C1CCCCC1	-13	-1.4	15	13	-4	-17	7	-5
CCOc1ccc(S(=O)(=O)NCCC(=O)NCCc2ccc(OCC)c(OCC)c2)cc1	-14	0.1	-18	14	4	14	3	-2
COc1ccc2[nH]c3c(c2c1)CCN1C(=O)C(CC(=O)NCCc2ccccn2)C[C@H](C(=O)N2CCOCC2)[C@@]31CCC1CCCC1 (stereo not given in full)	·	2.7	-4	20	22	·	·	3
Cc1cnc(C(=O)Nc2ccc(C(=O)N3CCCCC3)cc2)cn1	9	1.3	9	-17	15	10	-2	4
CCc1cc2c(=O)[nH]c(-c3ccncc3)nc2s1	10	0.6	-16	-1	2	-25	0	2
CCN(CC)S(=O)(=O)c1ccc(N/N=C/c2ccccc2OCC(=O)O)c([N+](=O)[O-])c1	-13	-1.7	3	9	18	-5	-2	-4
S=C(Nc1ccccn1)Nc1ccccc1Cl	-25	2.9	-19	-14	28	9	-3	8
CCCCNC(=O)/C=C1\Sc2ccccc2NC1=O	-2	3.0	13	21	39	10	-1	-6
COCCNC(=O)C1CC(c2ccccc2[N+](=O)[O-])=NO1 (stereo not given)	5	2.2	15	11	-7	11	-2	1
O=C(CCCN1C(=O)NC2(CCCC2)C1=O)Nc1ccc(F)cc1	-5	-1.3	16	6	2	-1	-4	0

Two of these compounds, set out differently:
Screens in order – Jurkat NFkB inh	CHOP UPR activ	697 NFkB inh	Mdm2-MdmX inh	tim23-1 inh	APJ antag	APJ ag	XBP1 UPR activ
O=C(NCc1ccccc1Cl)C1CCC(=O)N(CC2CCCCC2)C1 (stereo not given)
    -1	3.1	-10	-25	2	6	2	0
Cc1cnc(C(=O)Nc2ccc(C(=O)N3CCCCC3)cc2)cn1
    9	1.3	9	-17	15	10	-2	4

Grouped by structure: the entries above with a nitro group on carbon
SMILES	Jurkat NFkB inh	CHOP UPR activ	697 NFkB inh	Mdm2-MdmX inh	tim23-1 inh	APJ antag	APJ ag	XBP1 UPR activ
O=C(c1cc([N+](=O)[O-])ccc1N1CCCC1)N1CCCC1	8	0.6	20	17	1	5	2	-1
O=C(NNS(=O)(=O)c1ccc([N+](=O)[O-])cc1)C1CCCCC1	-13	-1.4	15	13	-4	-17	7	-5
CCN(CC)S(=O)(=O)c1ccc(N/N=C/c2ccccc2OCC(=O)O)c([N+](=O)[O-])c1	-13	-1.7	3	9	18	-5	-2	-4
COCCNC(=O)C1CC(c2ccccc2[N+](=O)[O-])=NO1 (stereo not given)	5	2.2	15	11	-7	11	-2	1

Next results:
SMILES	Jurkat NFkB inh	CHOP UPR activ	697 NFkB inh	Mdm2-MdmX inh	tim23-1 inh	APJ antag	APJ ag	XBP1 UPR activ
CCN1C(=O)[C@H]2[C@@H](c3ccc(SC4CCCCC4)cc3)N[C@@](CC(C)C)(C(=O)OC)[C@H]2C1=O	22	0.4	3	30	7	-14	-2	-4
Cc1ccc(/C=C/C(=O)O)cc1S(=O)(=O)Nc1ccc(C(=O)O)cc1	-20	-0.4	-3	-22	23	0	2	-1
COCCNCCCOc1ccc(C(C)(C)c2ccccc2)cc1	0	4.0	-5	1	-1	4	0	1
CCOC(=O)c1ccc(-n2c(CN3CCC(C(N)=O)CC3)nc3ccc([N+](=O)[O-])cc3c2=O)cc1	-10	1.0	18	-10	7	-23	1	-2
Cc1c(NC(=O)CSc2ccc3ccccc3n2)c(=O)n(-c2ccccc2)n1C	-1	0.2	12	-28	7	1	-4	-4
C=CCOc1ccccc1CN1CCN(CCc2ccccc2)C(CCO)C1 (stereo not given)	2	1.1	9	3	13	9	-2	-5
Cc1cccc2cc3cccc(C)c3nc12	4	2.6	12	2	17	15	-3	-5
CCNC(=O)CN1C(=O)NC2(CCCc3cc(OC)ccc32)C1=O (stereo not given)	13	-1.3	15	17	3	4	-3	-1
Nc1nc(NC(=O)CCC(=O)O)nn1-c1ccccc1	-8	-1.2	12	14	1	-13	-3	-1
NC(=O)c1ccc(NC(=O)CS(=O)(=O)c2cn(CC(=O)N3CCCCC3)c3ccccc23)cc1	13	2.7	11	17	6	8	5	-5
COc1ccccc1C(CNC(=O)c1ccc(S(=O)(=O)N2CCCCC2)cc1)N(C)C (stereo not given)	11	4.8	15	-17	11	4	-2	0
NC(=O)COC(=O)/C=C/c1ccc(S(=O)(=O)N2CCCCCC2)cc1	-8	-0.9	-1	-12	22	2	-1	-3
COc1ccc(OC)c(NC2=NC3(CCCCC3)N=C(N)N2)c1	48	2.7	20	28	-3	-7	-4	0
CCOc1cc(S(=O)(=O)n2cc(-c3ccc(F)cc3)c(N)n2)cc(OCC)c1OCC	-3	-4.5	8	43	12	-6	-5	-3
CC(C)c1cccc(C(C)C)c1NC(=O)CN1C(=O)NC2(CCCC2)C1=O	-15	-1.0	16	-13	5	14	-1	-5
Cc1ccc(N2C(=O)N(CC(=O)N3CCOCC3)C(=O)C2C)cc1 (stereo not given)	3	-0.2	1	-14	12	-16	-1	0
Cc1ccc(C(=O)C(C)OC(=O)Cn2[nH]c(=O)c3ccccc3c2=O)cc1C (stereo not given)	15	1.8	13	12	2	13	-1	-5
C/C=C/C(=O)OCC(=O)NC(=O)NC(C)C	3	-0.2	27	12	10	8	-1	-2
CCOC(=O)c1c(C)[nH]c(C(=O)OCC(=O)NCc2ccc(OC)c(OC)c2)c1C	4	-1.1	10	3	-12	10	1	-1
CC(NC(=O)CN1CCN(S(=O)(=O)c2ccc(Br)cc2)CC1)c1ccccc1 (stereo not given)	-5	0.3	-7	14	6	5	0	1
COc1ccc(C(=O)CC(c2ccccc2)C2C(=O)CCCC2=O)cc1 (stereo not given)	9	3.5	15	-17	25	-17	2	0
CCCCCN(C(=O)CCC(=O)OCC(=O)N(C)Cc1ccccc1C)c1c(N)n(CCCC)c(=O)[nH]c1=O	9	-0.2	-6	-22	-1	9	1	2
O=C(Oc1ccccc1N1C(=O)C2CCCCC2C1=O)c1ccccc1 (stereo not given)	-18	-2.5	18	1	34	-8	-4	1
CNC(=O)CN1C(=O)C2C3C=CC(C3)C2C1=O (stereo not given)	5	-1.2	-9	23	19	3	4	0
CCCCC(=O)NC(Nc1cc(C)ccn1)(C(=O)OCC)C(F)(F)F (stereo not given)	16	-1.4	8	8	6	25	-2	-5

Sorted by the number under 697 NFkB inh (high to low): some entries from above
molecule,Jurkat NFkB inh,697 NFkB inh,Mdm2-MdmX inh,APJ antag,XBP1 UPR activ
CCNC(=O)CN1C(=O)NC2(CCCc3cc(OC)ccc32)C1=O (stereo not given),13,15,17,4,-1
Cc1c(NC(=O)CSc2ccc3ccccc3n2)c(=O)n(-c2ccccc2)n1C,-1,12,-28,1,-4
CCCCC(=O)NC(Nc1cc(C)ccn1)(C(=O)OCC)C(F)(F)F (stereo not given),16,8,8,25,-5
CC(NC(=O)CN1CCN(S(=O)(=O)c2ccc(Br)cc2)CC1)c1ccccc1 (stereo not given),-5,-7,14,5,1

(next part)
SMILES	Jurkat NFkB inh	CHOP UPR activ	697 NFkB inh	Mdm2-MdmX inh	tim23-1 inh	APJ antag	APJ ag	XBP1 UPR activ
COc1ccccc1C(C)NC(=O)CCOc1cccc(C)c1 (stereo not given)	-23	0.5	-10	-13	25	-11	-2	-3
CC1CCCC(C)N1/N=C/c1ccccc1Br (stereo not given)	-13	0.1	10	3	5	-2	-2	-2
COCc1ccc(CN2CCCC(C(=O)Nc3ccc(-c4cscn4)cc3)C2)o1 (stereo not given)	-1	0.9	11	8	13	14	-6	-3
O=C(CSCc1ccco1)N1CCc2ccccc21	-64	2.7	-63	-59	7	10	0	-5
Nc1ccccc1Sc1cc(Cl)nnc1Cl	-5	0.5	6	9	-25	-9	4	1
CN(C)Cc1c(O)ccc2c(=O)c(-c3ccc(Cl)cc3)coc12	-17	1.5	-51	-31	14	9	1	-3
CCCc1cc(-c2n[nH]c(=S)n2-c2cccc(C)c2)cs1	8	-0.1	-27	-19	49	12	-3	-3
CC(=O)N1c2ccc(S(=O)(=O)N3CCCC(C(=O)Nc4ccc(C)cc4C)C3)cc2CC1C (stereo not given)	-11	0.8	2	24	16	-72	2	-3
CC/C(=N\NC(=O)c1nnn(-c2nonc2N)c1-c1ccc2c(c1)OCO2)c1ccccc1	2	2.3	-22	11	6	22	-1	-4
C=CCNC(=O)c1onc(CSc2cccc(OC)c2)c1C(=O)O	21	1.1	21	9	9	10	5	-3
